PI5P4Ka inh – inhibitors of human PI5P4K alpha | max response, % | PI5P4Kalpha enzyme, ADP-Glo luminescence, 60 min; stronger effect = lower value | 1.2% of 330,000 active | P48426; active means max response of -50% or lower; inconclusive means between -30% and -50%; inactive means -30% or higher; further: value at the top dose of about 77 µM; on the % scale 0 is the no-effect control and ±100 the full control effect
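ADP-Glo luminescence end-point after a 60 min room-temperature kinase reaction. PI5P4Kalpha and substrate in HEPES pH 7.4 buffer with EGTA, 0.1% CHAPS and 5% DMSO; ATP at 5 microM final.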
PLK1 PBD block – blocks phosphopeptide binding to human PLK1 polo-box domain; P53350; Plk1 PBD binding of FITC phosphopeptide, fluorescence polarization; Potency, µM, for the others: max response, negative = inhibition, most hits filed as inhibitors; 2.8% of 360,000 active; further: potency means the concentration at half of the fitted maximal effect; series mostly up to about 57 µM; on the % scale 0 is the no-effect control and ±100 the full control effect; nearly all actives have a fitted effect of over 65% in size
EPAC1 antagonist – blocks human EPAC1 exchange factor; O95398; EPAC1 GEF assay, Rap1b-BODIPY-GDP exchange fluorescence; Potency, µM (highest dose often 115 µM), without a hit: at the top dose activity change, negative = inhibition, hits mostly inhibitors; 0.14% of 360,000 active; AID 720709;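 further: potency means the concentration at half of the fitted maximal effect; plate controls were vehicle for no effect and positive control for full effect; nearly all actives have a fitted effect of over 50% in size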
Target sequence (O95398 whole entry, looked up): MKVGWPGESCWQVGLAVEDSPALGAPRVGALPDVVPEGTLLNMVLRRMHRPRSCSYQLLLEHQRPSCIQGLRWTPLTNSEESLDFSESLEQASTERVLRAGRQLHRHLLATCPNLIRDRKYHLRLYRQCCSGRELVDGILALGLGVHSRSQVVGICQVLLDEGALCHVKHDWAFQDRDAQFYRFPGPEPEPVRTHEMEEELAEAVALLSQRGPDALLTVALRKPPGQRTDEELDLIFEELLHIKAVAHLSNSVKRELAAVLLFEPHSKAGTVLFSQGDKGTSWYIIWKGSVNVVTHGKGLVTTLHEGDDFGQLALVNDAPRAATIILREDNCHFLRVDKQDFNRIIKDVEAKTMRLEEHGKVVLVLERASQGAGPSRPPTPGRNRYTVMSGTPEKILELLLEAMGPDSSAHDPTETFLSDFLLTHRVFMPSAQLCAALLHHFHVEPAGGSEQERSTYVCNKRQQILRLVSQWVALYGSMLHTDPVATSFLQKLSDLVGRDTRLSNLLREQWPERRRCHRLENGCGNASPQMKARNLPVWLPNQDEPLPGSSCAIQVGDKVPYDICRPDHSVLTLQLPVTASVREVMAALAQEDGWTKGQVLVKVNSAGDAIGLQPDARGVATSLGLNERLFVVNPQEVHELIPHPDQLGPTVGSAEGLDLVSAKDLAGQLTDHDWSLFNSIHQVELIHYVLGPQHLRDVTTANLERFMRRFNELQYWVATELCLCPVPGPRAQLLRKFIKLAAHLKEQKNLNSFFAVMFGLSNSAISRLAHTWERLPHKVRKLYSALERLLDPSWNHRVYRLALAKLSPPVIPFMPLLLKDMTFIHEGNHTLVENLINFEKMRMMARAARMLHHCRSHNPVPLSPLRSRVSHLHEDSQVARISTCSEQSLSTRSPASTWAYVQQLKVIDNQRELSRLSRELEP
FUS yeast rescue – rescues growth of FUS-expressing yeast; AID 1347120; 0.24% of 390,000 active; S. cerevisiae FUS-expressing, growth rescue, OD600, 24 h; Potency, µM (doses to about 76.6 µM), inactives show at the highest dose growth rescue (activation), hits mostly activators;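 further: potency means the concentration at half of the fitted maximal effect; plate controls were DMSO vehicle for no effect and reference control for full effect; nearly all actives have a fitted effect of over 55% in size; some results filed as inactive show a strong effect at the top dose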
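Galactose (2%) drives FUS expression in yeast precultured in raffinose; seeding density OD 0.005. Test compounds incubated 24hr at 30C and 99% humidity before absorbance at 600 nm was measured.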
WRN helicase inh – blocks human WRN helicase; WRN helicase unwinding, fluorescent forked duplex, kinetic; Potency, µM (titrated, usually from 114 µM), inactives show top-dose activity change, negative = inhibition, actives largely listed as inhibitors; AID 651768; Q14191; 0.46% of 360,000 active; further: potency means the concentration at half of the fitted maximal effect; on the % scale 0 is the no-effect control and ±100 the full control effect; nearly all actives have a fitted effect of over 55% in size
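Kinetic fluorescence helicase assay: unwinding of a quenched forked DNA duplex (100 nM final) with 2 mM ATP final raises red fluorescence (525/598 nm). Compounds sat 15 min at room temperature with 20 nM WRN beforehand.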
IL-2 act – activates IL-2 in a cell-based reporter assay | IL-2 activation reporter assay, cell-based qHTS; stimulated with anti-CD3/CD4/CD28 beads; in transgenic mouse T cells | activation, % (series mostly up to about 46 µM) | 0.065% of 360,000 active; in the data active means activation above about 50%; inconclusive means mostly about 30% to 49%; further: 0% is about no effect
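Readout: EGFP and DsRed signals by fluorescent plate cytometry. Unstimulated transgenic mouse T cells received compound 60 min before antibody-bead stimulation, then incubated 18 h at 37 degrees C.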
EPAC1 ag – agonists of human EPAC1; O95398; EPAC1 agonist qHTS, biochemical assay; response scale: 100% = response to 6.5 mM cAMP; Potency, µM (titrated, usually from 154 µM), inactives show at the top dose activation, most hits filed as activators; 0.073% of 360,000 active; further: potency means the concentration at half of the fitted maximal effect; nearly all actives have a fitted effect of over 60% in size
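Nucleotide exchange by EPAC1 (100 nM) on Rap1B–BODIPY-GDP (250 nM) in the presence of 50 uM GDP is tracked fluorescently at 480/540 nm over 30 min. Signals are normalized to a 6.5 mM cAMP control.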
Abeta rescue – restores growth of yeast expressing A-beta42 peptide | yeast expressing A-beta42, growth rescue, OD600, 48 h; response scale: 0% DMSO, 100% iron-clioquinol control | Potency, µM (titrated, usually from 46.1 µM), for inactives: at the highest dose growth rescue, actives largely listed as activators | 0.063% of 410,000 active | AID 1347071; further: potency means the concentration at half of the fitted maximal effect; nearly all actives have a fitted effect of over 55% in size
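Growth rescue measured by 600 nm absorbance after 48 h yeast culture at 30 C with compound. Values normalized between DMSO and an equimolar ferric chloride plus clioquinol control.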
Starred values were filed as active, the others as inactive; & = joins results of further samples; [ ] = dose if it differs, or a comment. Unless noted, the call rests on the fitted dose curve; in most records, active means well fitted curve in the direction sought with a large enough effect; inconclusive means small, poorly fitted or top-dose-only effect, or another doubt; inactive means no such curve, though single readings can be large; an effect the other way counts as inactive or inconclusive.

A first look (2 entries):
For C=CCn1c(SCc2csc(C)n2)nc2sc3c(c2c1=O)CCC(C)C3 (stereo not given) the results were PI5P4Ka inh 5, PLK1 PBD block -10%, EPAC1 antagonist 0%, FUS yeast rescue 13%, WRN helicase inh -2%, IL-2 act -1.1, EPAC1 ag 4% and Abeta rescue -2%.
Screening Cc1ccc(CNc2nc3cc(-c4ccccc4)sc3c(=O)n2C)c(C)c1 returned PI5P4Ka inh 13, PLK1 PBD block -12%, EPAC1 antagonist -12%, FUS yeast rescue inconclusive, WRN helicase inh -1%, IL-2 act -0.6, EPAC1 ag -1% and Abeta rescue -2%.

The listing, repeating the preview:
For C=CCn1c(SCc2csc(C)n2)nc2sc3c(c2c1=O)CCC(C)C3 (stereo not given) the results were PI5P4Ka inh 5, PLK1 PBD block -10%, EPAC1 antagonist 0%, FUS yeast rescue 13%, WRN helicase inh -2%, IL-2 act -1.1, EPAC1 ag 4% and Abeta rescue -2%.
Screening Cc1ccc(CNc2nc3cc(-c4ccccc4)sc3c(=O)n2C)c(C)c1 returned PI5P4Ka inh 13, PLK1 PBD block -12%, EPAC1 antagonist -12%, FUS yeast rescue inconclusive, WRN helicase inh -1%, IL-2 act -0.6, EPAC1 ag -1% and Abeta rescue -2%.
Cc1ccnc(N2CCC(C(=O)Nc3ccc(Oc4ccccc4)cc3)CC2)n1 was read as PI5P4Ka inh -1, PLK1 PBD block -6%, EPAC1 antagonist -6%, WRN helicase inh -9%, IL-2 act -0.5, EPAC1 ag -15% and Abeta rescue 22%.
For CC1Cc2ccccc2N1C(=O)c1ccc(N2CCCC2)c([N+](=O)[O-])c1 (stereo not given) the results were PI5P4Ka inh -1, PLK1 PBD block -19%, EPAC1 antagonist -9%, FUS yeast rescue 39%, WRN helicase inh -12%, IL-2 act 1.2, EPAC1 ag 9% and Abeta rescue inconclusive.
Screening CC1CC(=O)N(C)c2cc([N+](=O)[O-])ccc2N1 (stereo not given) returned PI5P4Ka inh 3, PLK1 PBD block 2%, EPAC1 antagonist 4%, FUS yeast rescue -1%, WRN helicase inh -1%[57.1 µM], IL-2 act -1.6, EPAC1 ag 10% and Abeta rescue 8%.
Screening COC(=O)c1cccc(NC(=O)CC2C(=O)NCCN2C(=O)c2ccc(F)cc2F)c1 (stereo not given) returned PI5P4Ka inh 0, PLK1 PBD block -2%, EPAC1 antagonist 5%, FUS yeast rescue 4%, WRN helicase inh 2%, IL-2 act -0.2, EPAC1 ag 6% and Abeta rescue 6%.
For CCOc1ccc(/C=C/C(=O)N(CC)CC(=O)Nc2ccc3c(c2)OCCO3)cc1OCC the results were PI5P4Ka inh 5, PLK1 PBD block 0%, EPAC1 antagonist 3%, WRN helicase inh -30%, IL-2 act -1.7, EPAC1 ag 1% and Abeta rescue -17%.
For COc1ccc(CCN2C(=O)CCC2(C)c2nnnn2-c2c(C)cccc2C)cc1OC (stereo not given) the results were PI5P4Ka inh -2, PLK1 PBD block -6%, EPAC1 antagonist 5%, FUS yeast rescue 28%, WRN helicase inh -3%, IL-2 act 1.7, EPAC1 ag -4% and Abeta rescue -3%.
For COc1ccc(Cn2c(=O)[nH]c3cc(C(=O)NCCCN4CCCC4=O)ccc3c2=O)cc1 the results were PLK1 PBD block 0%, EPAC1 antagonist 4%, FUS yeast rescue inconclusive, WRN helicase inh 9%, IL-2 act 1.2, EPAC1 ag -3% and Abeta rescue 2%.
`CN(Cc1nccn1C)C(=O)c1cc(COc2cccc(C(F)(F)F)c2)on1` gave PI5P4Ka inh -3, PLK1 PBD block -12%, EPAC1 antagonist 7%, FUS yeast rescue -4%, WRN helicase inh -1%, IL-2 act -3.3, EPAC1 ag 1% and Abeta rescue 7%.
Screening CCSC1=C(C#N)C(c2ccc3c(c2)OCO3)C2=C(CCCC2=O)N1 (stereo not given) returned PI5P4Ka inh -6, PLK1 PBD block -3%, EPAC1 antagonist -6%, FUS yeast rescue 13%, WRN helicase inh -2%, IL-2 act -0.5, EPAC1 ag -2% and Abeta rescue 6%.
For O=c1[nH]c(C2CCN(S(=O)(=O)c3ccc(F)cc3)CC2)nc2c1nnn2Cc1ccc2c(c1)OCCO2 the results were PI5P4Ka inh -7, PLK1 PBD block -2%, EPAC1 antagonist 9%, FUS yeast rescue inconclusive, WRN helicase inh 0%, IL-2 act 1.6, EPAC1 ag -8% and Abeta rescue -10%.
For O=C(NNC(=O)C1[C@H]2CCCC[C@@H]12)c1ccc(=O)oc1 (stereo not given in full) the results were PI5P4Ka inh 2, PLK1 PBD block -28%, EPAC1 antagonist -6%, FUS yeast rescue inconclusive, WRN helicase inh -2%[11.6 µM], IL-2 act -0.5, EPAC1 ag 2% and Abeta rescue -4%.
Screening COc1ccc(OCCCCN(C)Cc2ccccc2)cc1 returned PI5P4Ka inh 3, PLK1 PBD block 1%, EPAC1 antagonist 4%, FUS yeast rescue -4%, WRN helicase inh 2%, IL-2 act 3.0, EPAC1 ag -5% and Abeta rescue -15%.
CCCc1cc(=O)oc2cc(OCc3nn[nH]n3)ccc12 was read as PI5P4Ka inh -14, PLK1 PBD block -4%, EPAC1 antagonist 13%, FUS yeast rescue 34%, WRN helicase inh -4%, IL-2 act -1.2, EPAC1 ag -8% and Abeta rescue -22%.
Screening COc1ccccc1Nc1c([N+](=O)[O-])cncc1[N+](=O)[O-] returned PI5P4Ka inh -2, PLK1 PBD block 2%, EPAC1 antagonist 6%, FUS yeast rescue 1%, WRN helicase inh 1%, IL-2 act -3.2, EPAC1 ag -10% and Abeta rescue 10%.
For COc1ccc(C#Cc2cnc3c(c2)C(=O)N([C@H](C)CO)C[C@@H](C)[C@H](CN(C)C(=O)CN(C)C)O3)cc1 the results were PI5P4Ka inh -3, PLK1 PBD block -12%, EPAC1 antagonist -1%, FUS yeast rescue 2%, WRN helicase inh 2%, IL-2 act 2.1, EPAC1 ag 2% and Abeta rescue 10%.
For CCC(=O)NC(=S)Nc1ccccc1C(F)(F)F the results were PI5P4Ka inh 12, PLK1 PBD block -8%, EPAC1 antagonist 3%, FUS yeast rescue -13%, WRN helicase inh -2%, IL-2 act 0.4, EPAC1 ag 6% and Abeta rescue 10%.
Screening CCC(=O)N1CCc2cc(Br)cc(S(=O)(=O)N(C)c3ccc(OC)cc3OC)c21 returned PI5P4Ka inh 3, PLK1 PBD block 5%, EPAC1 antagonist -9%, FUS yeast rescue 17%, WRN helicase inh -2%, IL-2 act -5.5, EPAC1 ag -4% and Abeta rescue -7%.
For COc1cc(NC(=O)c2ccccc2)c(OC)cc1NC(=O)CN1CCOCC1 the results were PI5P4Ka inh -5, PLK1 PBD block -1%, EPAC1 antagonist 18%, FUS yeast rescue 0%, WRN helicase inh 3%, IL-2 act 2.5, EPAC1 ag -4% and Abeta rescue 10%.
For O=C(O)CCc1ccc(-c2ccc(Br)cc2)n1CC(=O)O the results were PLK1 PBD block -27%, EPAC1 antagonist -3%, FUS yeast rescue 24%, WRN helicase inh -12%[57.1 µM], IL-2 act -0.4, EPAC1 ag 4% and Abeta rescue 12%.
Cc1c(C)c2ccc(OCC(=O)Nc3cccnc3)c(C)c2oc1=O was read as PI5P4Ka inh 2, PLK1 PBD block 0%, EPAC1 antagonist -3%, FUS yeast rescue -5%, WRN helicase inh 9%, IL-2 act -0.2 and EPAC1 ag -7%.
`O=C(CN1CCNCC1)Nc1ccccc1Cl` gave PI5P4Ka inh -4, PLK1 PBD block -16%, EPAC1 antagonist -3%, FUS yeast rescue 11%, WRN helicase inh 9%, IL-2 act -2.4, EPAC1 ag 1% and Abeta rescue 12%.
COc1ccc(-c2nc(Cc3ccc(Cl)cc3)no2)cc1OC was read as PI5P4Ka inh 0, PLK1 PBD block 3%, EPAC1 antagonist -2%, FUS yeast rescue 0%, WRN helicase inh -5%, IL-2 act -1.2, EPAC1 ag 9% and Abeta rescue 24%.
COc1ccc(OCCSc2nc3ccccc3n2CCC(=O)O)cc1 was read as PI5P4Ka inh -2, PLK1 PBD block -11%, EPAC1 antagonist -6%, FUS yeast rescue -1%, WRN helicase inh 3%, IL-2 act -3.2, EPAC1 ag 0% and Abeta rescue -10%.
CCOc1ccccc1C1C(C(N)=O)=C(C)Nc2nc(-c3ccccc3Cl)nn21 (stereo not given) was read as PI5P4Ka inh 9, PLK1 PBD block -4%, EPAC1 antagonist -14%, FUS yeast rescue 15%&-12%, WRN helicase inh -9%, IL-2 act -0.7, EPAC1 ag 2% and Abeta rescue 6%&0%.
Cc1ccc(-c2nnc(N(C)C(=O)c3cccnc3)s2)cn1 was read as PI5P4Ka inh 8, PLK1 PBD block -4%, EPAC1 antagonist -12%, FUS yeast rescue 10%, WRN helicase inh -9%, IL-2 act -1.7, EPAC1 ag 2% and Abeta rescue 9%.
For CCOC(=O)N1CCN(CCC(=O)Nc2ccc(C)cc2)CC1 the results were PI5P4Ka inh 4, PLK1 PBD block -1%, EPAC1 antagonist -5%, FUS yeast rescue -6%, WRN helicase inh 7%, IL-2 act 0.2, EPAC1 ag 0% and Abeta rescue 9%.
CC1=CN2C(=N)/C(=C/c3ccc(Sc4ccc(Cl)cc4)o3)C(=O)N=C2S1 was read as PI5P4Ka inh 5, PLK1 PBD block -16%, EPAC1 antagonist -8%, FUS yeast rescue 11%, WRN helicase inh -27%[57.1 µM], IL-2 act -1.0, EPAC1 ag -3% and Abeta rescue 25%.
NS(=O)(=O)c1ccc(CCNC(=O)c2ccc(NC3=NC4CS(=O)(=O)CC4S3)cc2)cc1 (stereo not given) was read as PI5P4Ka inh 5, PLK1 PBD block -2%, EPAC1 antagonist -16%, FUS yeast rescue 2%, WRN helicase inh 15%, IL-2 act 1.0, EPAC1 ag 5% and Abeta rescue 1%.
Screening O=C(CCCOc1ccc(Cl)cc1Cl)NCCCn1ccnc1 returned PI5P4Ka inh -2, PLK1 PBD block -8%, EPAC1 antagonist 2%, FUS yeast rescue 9%, WRN helicase inh 6%, IL-2 act -1.6, EPAC1 ag -6% and Abeta rescue -1%.
`Cc1ccc(C(=O)N2CC(C)OC(C)C2)c(Cl)c1` (stereo not given) gave PI5P4Ka inh 0, PLK1 PBD block -6%, EPAC1 antagonist -14%, FUS yeast rescue 18%, WRN helicase inh -11%, IL-2 act -1.3, EPAC1 ag 7% and Abeta rescue 6%.

This is a random part of the collection; 4.1% or so of the library scored in one or more.
